12-LOX inh: ALOX12 (human) lipoxygenase inhibition; actives 1.1% (n = 580,000); Potency, µM (titrated, usually from 108 µM), without a hit: at the highest dose activity change, negative = inhibition, usual class: inhibitors; purified 12hLO, xylenol orange hydroperoxide absorbance; active = well fitted inhibition curve with a large enough effect; inconclusive = small, poorly fitted or top-dose-only effect, or another doubt; inactive = no such curve, though single readings can be large or run the other way
Target sequence (P18054 whole entry, looked up): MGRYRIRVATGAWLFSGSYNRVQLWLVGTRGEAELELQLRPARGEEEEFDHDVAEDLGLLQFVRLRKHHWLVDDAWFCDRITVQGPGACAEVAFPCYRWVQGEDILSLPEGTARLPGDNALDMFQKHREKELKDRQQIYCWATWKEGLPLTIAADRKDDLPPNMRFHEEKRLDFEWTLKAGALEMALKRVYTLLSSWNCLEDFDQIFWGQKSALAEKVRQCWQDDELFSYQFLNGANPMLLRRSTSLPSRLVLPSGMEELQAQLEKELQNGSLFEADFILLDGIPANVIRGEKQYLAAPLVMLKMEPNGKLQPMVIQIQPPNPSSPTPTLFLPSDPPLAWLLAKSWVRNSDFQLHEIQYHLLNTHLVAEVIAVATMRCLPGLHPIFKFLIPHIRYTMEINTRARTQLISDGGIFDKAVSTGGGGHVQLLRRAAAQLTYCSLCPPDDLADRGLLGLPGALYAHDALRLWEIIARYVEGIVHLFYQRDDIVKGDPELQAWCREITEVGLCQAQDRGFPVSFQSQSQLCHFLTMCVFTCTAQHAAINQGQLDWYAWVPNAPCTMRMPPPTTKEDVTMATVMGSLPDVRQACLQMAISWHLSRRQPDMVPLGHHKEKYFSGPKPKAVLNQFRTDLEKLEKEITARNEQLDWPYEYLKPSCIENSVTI
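Purified human 12hLO (150 nM final) in 25 mM Hepes, 0.01% Triton X-100, pH 7.0 was preincubated 15 min at room temperature with compound. Then 40 uM arachidonic acid was added, 30 min. Hydroperoxide was read by Fe-XO absorbance ratio 573/405 nm.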
* hit, by the source's call; ? = inconclusive; [ ] = another dose, or the depositor's remark. % is scaled to controls: 0 for no effect and ±100 for the full control effect; potency is read from the fitted curve at half-maximal effect. These rows are one share of the data; count on the stated rates, not on these rows.

SMILES	12-LOX inh
Cc1ccc2[nH]c(CN3CCCC4(CC3)CN(C)C(=O)O4)cc(=O)c2c1 (stereo not drawn)	30.5%
O=C(NCc1coc(-c2cccs2)n1)c1ccc(OC(F)F)cc1	-23.4%
COCCn1c(=O)c2c(n1Cc1ccccc1)CN(C(=O)c1cccc(C#N)c1)CC2	-2.5%[176 µM]
N#Cc1ccc(C(=O)N[C@H]2CCOC[C@H]2C2CCOCC2)cn1	24.8%
CC(/C=C/c1ccccc1)=N\NC(=O)c1ccc(C)cc1	-9.1%
CC1CCN(C(=O)C(=O)N2CCN(c3nc(C(C)C)c4c(c3C#N)CCCC4)CC2)CC1	?
Cn1cnc(C(=O)N2[C@@H]3CC[C@H]2CC(NC(=O)c2ccc(F)cc2)C3)c1 (stereo partly drawn)	11.8%
O=C(CC[C@H]1NC(=O)c2ccccc2NC1=O)NCCc1ccco1	-46.7%
Cc1ccc2c(C)c(CCC(=O)NCc3ccc4c(c3)OCO4)c(=O)oc2c1	14.8%
CN(CC1(CO)CCOCC1)C(=O)c1cc(COc2ccccc2)[nH]n1	2.7%
O=C(Nc1nc2c(s1)CCC2)C1CC(=O)N(c2n[nH]c3cc(Br)ccc23)C1 (stereo not drawn)	?
CCCCCCC(C)NC(=O)COC(=O)c1n[nH]c(=O)c2ccccc12 (stereo not drawn)	-13.7%
CC1(C)CC(=O)C=C(C(=O)N2CCCC(N3CCN(c4ccccc4F)CC3)C2)O1 (stereo not drawn)	27.5%
Cc1nn(C)c2sc(C(=O)N3CCN(S(=O)(=O)c4ccc(F)cc4F)CC3)cc12	5.6%
COc1cc(C(=O)Nc2ccc3oc(C)nc3c2)ccc1C	3.6%
O=C(CSc1nc2ccsc2c(=O)[nH]1)Nc1ccccc1	-36.2%
Cc1ccccc1OCc1nc(-c2ccccc2OCC(=O)N2CCCCCC2)no1	5.3%
CC(C)[C@H](NC(=O)N1CCOCC1)C(=O)N1CCC[C@H]1C(=O)NCc1ccccc1	-11.7%
Nc1ncc(-c2ccc(-c3cc(NC4CCCC4)nc4[nH]ccc34)cc2)[nH]1	7.2%
O=C(c1ccccc1)N1CCC2(C1)C(=O)N(Cc1ccccc1)c1ccccc12 (stereo not drawn)	3.0%

SMILES	12-LOX inh
COCC(=O)N1CCN(S(=O)(=O)c2ccccc2)C[C@@H]1C(=O)N[C@@H](Cc1ccc(OC)cc1)C(=O)OC	8.9%
CC(C)NC[C@H]1O[C@@H](CO)[C@@H](O)[C@H]1N1CCCC1	-21.2%[176 µM]
CC(=O)Nc1ccc(Cl)c(C(=O)N2CCC3(CCCN(C)C3=O)C2)c1 (stereo not drawn)	6.4%
COc1ccc(Cc2noc(-c3ccc(N(C)Cc4nonc4C)nc3)n2)cc1	28.7%
Cc1cccc(C(=O)N2CCC(c3noc(-c4ccncc4)n3)C2)c1 (stereo not drawn)	2.7%
COC(=O)C1CN(Cc2ccc(OC)cc2)CCS(=O)(=O)N1Cc1ccc(C)cc1 (stereo not drawn)	12.5%
Cc1ccc(S(=O)(=O)NCC2(c3ccccc3)CC2)c(Cl)c1	-13.5%
COCCn1c(N2CCN(Cc3ccccc3)CC2)nc2c1c(=O)[nH]c(=O)n2C	24.2%
COC(=O)c1cc(NCc2ccc(Cl)c(Cl)c2)ccc1N1CCOCC1	-9.6%
CC(C)(Oc1nn(Cc2cccc(Cl)c2)c2ccccc12)C(=O)NCC[S+](C)(=O)[O-]	-11.1%
Cc1ncsc1C(=O)NCc1ccc(N2CCC(C)CC2)nc1	?
CCCc1cc(CN(C)C(=O)CC2C(=O)NCCN2CCCc2ccccc2)[nH]n1 (stereo not drawn)	11.1%
CN1C[C@@H](NC(=O)Nc2ccc(Cl)cc2)C[C@H]1c1nc(-c2ccc(F)cc2)no1	44.0%[activator][176 µM]
O=C1N[C@@H]2CCN(S(=O)(=O)c3ccc(Cl)cc3)[C@@H]2C(=O)N1c1ccccc1	0.7%[176 µM]
COC(=O)N1CCC(c2nn(-c3ccc(OC)cc3)c(=O)[nH]2)CC1	57.9%[activator]
CC(=O)N[C@H]1[C@@H]([C@H](O)[C@H](O)CO)OC(C(=O)O)=C[C@@H]1N=C(N)N	-31.4%[57.4 µM]
COc1cc(NC(=O)N2CCCC(Cn3c(C4CC4)nc4cccnc43)C2)cc(OC)c1 (stereo not drawn)	-10.3%
N#Cc1c(N)[nH]c(C(=O)c2ccccc2)c1-c1ccc(Br)cc1	?
CCc1cccc(NC(=O)c2nc3ccccc3nc2N(CC)CC)c1	-9.1%
Cc1ncsc1CN1CCC(N2C(=O)C(OCC3CC3)C23CCCCC3)CC1 (stereo not drawn)	9.0%

SMILES	12-LOX inh
Cc1cnn(CCC(=O)N2CCC(Oc3ccccc3)(C(=O)O)CC2)c1	?
CCCCNc1ncnc2c1CN(C1CCCNCC1)C(=O)CN2C (stereo not drawn)	?
O=C(O)C(CCCCCCCCCCCO)C(=O)O	-19.4%
CNC(=O)C1(N2CCC[C@H]2C(=O)NCCN2CCOCC2)CCCCC1	?
CCc1ccc(NC(=O)N2CC(c3nnc(-c4ccncc4)o3)C3(CCOCC3)C2)cc1 (stereo not drawn)	0.2%
CC(C)Sc1nc2c(c(=O)n(C)c(=O)n2C)n1Cc1cccc2ccccc12	?
COC(=O)[C@@H]1Cc2ncn(Cc3ccc(OC)cc3)c2CN1C(=O)C1CCCCC1	28.8%[176 µM]
Cc1cc(NC(=O)Cn2cccc2-c2nc(-c3ccc4c(c3)OCO4)no2)n[nH]1	-12.3%
COc1ccccc1CNC(=O)Cn1c(=O)c2c(ncn2C2CCCC2)n(Cc2ccccc2)c1=O	?
Cc1[nH]c2ccc(C(=O)OC(C)C(=O)N3CCOCC3)cc2c1C (stereo not drawn)	14.8%
Nc1cccc(-c2cccc(N)c2)c1	-32.9%
CCCCCN(CCCCC)C(=S)Nc1ccc(Br)cc1Cl	?
O=Cc1cccc(-c2cccc(C(F)(F)F)c2)c1	2.6%[12.5 µM]
CCOc1ccc(Cl)cc1CNCc1cccnc1	?
COc1ccc(C(=O)N(Cc2c(F)cccc2Cl)c2ccccn2)cc1	33.0%[activator]
CC(=O)Nc1cccc(-c2ccnc(-c3nnc(C)n3Cc3ccccc3)c2)c1	100.8%[activator][176 µM]
Cc1ccc(Cn2c(C3CCN(C(=O)c4ccc(C)cc4)CC3)n[nH]c2=O)cc1	2.0%
COc1ccc(CNC(=O)c2ccc(C3Nc4ccccc4S(=O)(=O)N3)cc2)c(OC)c1 (stereo not drawn)	-41.1%
O=S(=O)(c1cccc2ccccc12)N1CCCC(CO)(Cc2cccc(Cl)c2)C1 (stereo not drawn)	56.5%[activator]
Cc1cccc(NC(=O)CNC(=O)[C@@H](Cc2ccccc2)NC(=O)[C@H]2O[C@@H](n3ccc(=O)[nH]c3=O)[C@H](O)[C@@H]2O)c1C	-1.1%

SMILES	12-LOX inh
Cc1ccc(C(=O)NC(c2cccs2)C(C)C)cc1C (stereo not drawn)	2.9%
CC(C)c1noc(-c2cn(C3CCCN(C(=O)c4ccc5c(c4)OCO5)C3)nn2)n1 (stereo not drawn)	1.0%
CCN1c2cc(C(=O)Nc3ccc(C)cc3)ccc2C(=O)N2CCCC21 (stereo not drawn)	-1.5%
COc1ccc(Cn2cc(COC(=O)Nc3ccc(F)cc3)nn2)cc1	10.9%
C=CCNC(=O)CCc1c(C)nn(-c2ccc(F)cc2)c1Oc1ccc(F)cc1F	10.0%
O=C(N/N=C/c1cccs1)C1CC1	26.0%
CCN1c2cc(C(=O)Nc3ccc(C(C)C)cc3)ccc2C(=O)N2CCCCC21 (stereo not drawn)	-4.0%
CCc1ccc(C2CC(=O)NC3=C2C(=O)CCC3)cc1 (stereo not drawn)	4.6%
CS(=O)(=O)Nc1ccccc1CNC(=O)C1CCC1	5.1%
O=C(C(c1ccccc1)c1ccccc1)N1CCN(C/C=C/c2ccccc2)CC1	8.1%
CC1CCCCC1NC(=O)c1cc(Sc2cccc(Cl)c2)nc2ccccc12 (stereo not drawn)	?
O=C1Nc2ccccc2CC12CCN([S+](=O)([O-])c1cccc(C(F)(F)F)c1)CC2	60.9%[activator]
O=C(C[C@@H]1CCNC[C@@H]1Cc1cc(-c2ccccc2)on1)N1CCCCC1	-0.9%[176 µM]
COc1cc(/C=C/C(=O)Oc2ccc3ccc(=O)oc3c2)ccc1OS(=O)(=O)c1ccc(C)cc1	-2.6%
CC(=O)N1CCC(C(=O)N[C@H]2CCN3C(=O)N(c4ccc(Cl)cc4)C(=O)[C@@H]3C2)CC1	?
COC(=O)C1=C(C)N(Cc2ccccc2C(F)(F)F)C(=NCc2ccc(C(F)(F)F)cc2)NC1c1ccc(F)cc1 (stereo not drawn)	?
Cc1ccc(-c2ccc(/C=C(\C#N)c3ccccc3)o2)cc1	3.3%
CCOc1ccccc1C1NC(=O)N(CC(=O)Nc2cccc(C(F)(F)F)c2)C2=C1C(=O)OC2 (stereo not drawn)	-2.3%
CCCNc1nc2ccccc2nc1C(=O)Nc1c(C)cccc1C	?
Cc1ccccc1NC(=O)N1CCC(CCNC(=O)c2cccs2)CC1	-1.5%

SMILES	12-LOX inh
COc1ccccc1OC1(C(=O)O)CCN(C(=O)CC2C=CCC2)CC1 (stereo not drawn)	17.1%
COC(=O)[C@]12C[C@H](CC(=O)NCc3ccc(C)o3)C(=O)N(Cc3ccccc3)C1=C[C@H](C1CCCC1)O[C@@H]2C	-27.5%
CCC(=O)N1Cc2ccccc2CC2(CCN(CC3CCNC3)CC2)C1 (stereo not drawn)	-0.3%[6.33 µM]
CCOc1ccc(C(=O)CSc2nc3cc(C(=O)NCC(C)C)ccc3c(=O)n2CCOC)cc1	3.9%
CNC(=O)[C@@H]1CN(C(=O)Cc2ccccc2Cl)C[C@H]1CO	25.6%
CN1C(=O)c2ccccc2CC12CCCN(C(=O)c1ccc(Cl)cc1)C2 (stereo not drawn)	3.5%[6.33 µM]
Cc1ccccc1NC(=O)COC(=O)c1cc(C(C)C)nc2ccccc12	35.5%[activator]
CCn1nnc2cc(C(=O)OCc3cc(=O)oc4cc(O)ccc34)ccc21	-46.5%
CN(C)C[C@@H]1CN(c2ccncn2)C[C@H]1NC(=O)C1CC=CCC1 (stereo partly drawn)	17.6%
O=C1N[C@H](CCC(=O)N2CCN(CCc3ccncc3)CC2)C(=O)Nc2ccccc21	8.3%
COc1ccc(OCC2(C)COc3ccc(C(=O)NCCN4CCOCC4)cc3N2)cc1 (stereo not drawn)	?
O=C(Nc1cccc(-c2ccc(N3CCCC3)nn2)c1)c1c(F)cccc1F	3.0%

Looked up above:
O=C(Nc1cccc(-c2ccc(N3CCCC3)nn2)c1)c1c(F)cccc1F in 12-LOX inh → 3.0%
CCOc1ccc(C(=O)CSc2nc3cc(C(=O)NCC(C)C)ccc3c(=O)n2CCOC)cc1 in 12-LOX inh → 3.9%
Cc1ccccc1NC(=O)COC(=O)c1cc(C(C)C)nc2ccccc12 in 12-LOX inh → 35.5%[activator]

In another format: four of the compounds above.
COC(=O)c1cc(NCc2ccc(Cl)c(Cl)c2)ccc1N1CCOCC1
  12-LOX inh: -9.6%

CC(C)(Oc1nn(Cc2cccc(Cl)c2)c2ccccc12)C(=O)NCC[S+](C)(=O)[O-]
  12-LOX inh: -11.1%

Cc1ncsc1C(=O)NCc1ccc(N2CCC(C)CC2)nc1
  12-LOX inh: ?

CCCc1cc(CN(C)C(=O)CC2C(=O)NCCN2CCCc2ccccc2)[nH]n1 (stereo not drawn)
  12-LOX inh: 11.1%

(further entries)
SMILES	12-LOX inh
CC(O)(COc1ccccc1)c1ccc2c(c1)CN(Cc1cccnc1)CCO2 (stereo not drawn)	8.0%
COc1ccc(NC(=O)c2oc3ccccc3c2NC(=O)c2nn(-c3cccc(C)c3)ccc2=O)cc1	-20.3%
COc1cccc(CN2C[C@@H]3C(=O)N(CCN4CCc5ccccc5C4)C(=O)[C@@H]3C2)c1OC	27.6%
C#CCOc1ccc2ccccc2c1C=O	?
COCC1CN(C(C)=O)CC12CCN(C(=O)NCc1cccc(OC)c1)CC2 (stereo not drawn)	11.3%
O=C(NCc1ccc(F)cc1)c1nc(-c2ccc(Cl)cc2Cl)c2cnccn12	-14.1%[6.33 µM]
CCNC(=O)NC(=O)C(C)OC(=O)c1cc(-c2ccco2)nc2ccccc12 (stereo not drawn)	12.6µM*
CN(C)C[C@@H]1CN(C)C[C@H]1NS(=O)(=O)c1ccc(Cl)cc1	57.6%[activator]
CCCCCSc1ccc(/C=C/C(=O)O)cc1	?
CC(=O)NC1CC2(CCN(C(=O)Cc3cnc[nH]3)CC2)c2ccccc21 (stereo not drawn)	?
O=C(/C=C/c1ccccc1)/C=C/c1ccc(-c2ccccc2)cc1	?
CC(NC(=O)c1nccnc1N)c1ccc(F)cc1 (stereo not drawn)	11.3%

4 records picked at random from those above:
SMILES	12-LOX inh
C#CCOc1ccc2ccccc2c1C=O	?
CC(C)NC[C@H]1O[C@@H](CO)[C@@H](O)[C@H]1N1CCCC1	-21.2%[176 µM]
CN1C(=O)c2ccccc2CC12CCCN(C(=O)c1ccc(Cl)cc1)C2 (stereo not drawn)	3.5%[6.33 µM]
CCn1nnc2cc(C(=O)OCc3cc(=O)oc4cc(O)ccc34)ccc21	-46.5%

More entries.
SMILES	12-LOX inh
c1ccc(-c2csc3ncnc(Oc4ccc5ccccc5c4)c23)cc1	-10.5%
CCCNc1c(NC(=O)Cc2cccs2)c(=O)oc2ccccc12	-10.2%
COC1CCOC2(CCN(C(=O)Nc3ccc4c(c3)OCCO4)CC2)C1 (stereo not drawn)	27.8%
COc1cccc(-c2nc3cc4c(cc3cc2CN2CCOCC2)OCO4)c1OC	50.5%[activator]
COCCN1CC(CO)C2(CCN(C(=O)Cc3ccccc3)CC2)C1 (stereo not drawn)	2.3%
CCOc1ccc2oc(=O)c(-c3ccccc3)c(C)c2c1	26.4%

Compound activity as filed in PubChem.
